Source: PubChem
ssDAF12 agonist – activators of S. stercoralis DAF-12 nuclear receptor; activation, % at 6.8 µM; HEK293 ssDAF-12/GRIP1 lit1-tk-luc reporter, luminescence; % of 3 µM dafachronic acid response; hit rate 1% among 370,000;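 active = activation above the mean over all tested compounds plus 3 SD, cut at about 0.9% in these data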;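 note: 0% = DMSO-only wells and 100% = 3 µM delta7-dafachronic acid wells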
ADAM10 inh – inhibitors of human ADAM10; hit rate 0.62% among 370,000; inhibition, % at 7 µM; AID 720582; O14672; recombinant ADAM10, EDANS/DABCYL FRET peptide cleavage, 3 h;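 active = inhibition above a per-campaign cutoff equal to the mean of compounds falling between control-based bounds plus 3 SD, cut at about 20% in these data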;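 note: 0% = DMSO wells while the 100% control is not disclosed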
DAX1 inh-1 – inhibitors of DAX1 repression of SF-1 activated StAR promoter; hit rate 1.1% among 370,000; inhibition, % at 6.8 µM; HEK293T StAR-luciferase reporter, SF-1/DAX-1 repression relief; AID 652010;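 active = inhibition above the mean over all tested compounds plus 3 SD, cut at about 3.6% in these data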;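 note: 0% = DAX-1 cells with DMSO and 100% = cells lacking DAX-1 with DMSO; higher inhibition means more luminescence from relief of DAX-1 repression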
GC-A act – GC-A (human) enzyme activation; HEK293 GC-A cells, cGMP TR-FRET, EC30 ANP; 0% at EC30 ANP, 100% saturating ANP; activation, % at 10 µM; P16066; hit rate 0.14% among 370,000; in the data active = activation above about 40%
Target sequence (P16066 whole entry, looked up): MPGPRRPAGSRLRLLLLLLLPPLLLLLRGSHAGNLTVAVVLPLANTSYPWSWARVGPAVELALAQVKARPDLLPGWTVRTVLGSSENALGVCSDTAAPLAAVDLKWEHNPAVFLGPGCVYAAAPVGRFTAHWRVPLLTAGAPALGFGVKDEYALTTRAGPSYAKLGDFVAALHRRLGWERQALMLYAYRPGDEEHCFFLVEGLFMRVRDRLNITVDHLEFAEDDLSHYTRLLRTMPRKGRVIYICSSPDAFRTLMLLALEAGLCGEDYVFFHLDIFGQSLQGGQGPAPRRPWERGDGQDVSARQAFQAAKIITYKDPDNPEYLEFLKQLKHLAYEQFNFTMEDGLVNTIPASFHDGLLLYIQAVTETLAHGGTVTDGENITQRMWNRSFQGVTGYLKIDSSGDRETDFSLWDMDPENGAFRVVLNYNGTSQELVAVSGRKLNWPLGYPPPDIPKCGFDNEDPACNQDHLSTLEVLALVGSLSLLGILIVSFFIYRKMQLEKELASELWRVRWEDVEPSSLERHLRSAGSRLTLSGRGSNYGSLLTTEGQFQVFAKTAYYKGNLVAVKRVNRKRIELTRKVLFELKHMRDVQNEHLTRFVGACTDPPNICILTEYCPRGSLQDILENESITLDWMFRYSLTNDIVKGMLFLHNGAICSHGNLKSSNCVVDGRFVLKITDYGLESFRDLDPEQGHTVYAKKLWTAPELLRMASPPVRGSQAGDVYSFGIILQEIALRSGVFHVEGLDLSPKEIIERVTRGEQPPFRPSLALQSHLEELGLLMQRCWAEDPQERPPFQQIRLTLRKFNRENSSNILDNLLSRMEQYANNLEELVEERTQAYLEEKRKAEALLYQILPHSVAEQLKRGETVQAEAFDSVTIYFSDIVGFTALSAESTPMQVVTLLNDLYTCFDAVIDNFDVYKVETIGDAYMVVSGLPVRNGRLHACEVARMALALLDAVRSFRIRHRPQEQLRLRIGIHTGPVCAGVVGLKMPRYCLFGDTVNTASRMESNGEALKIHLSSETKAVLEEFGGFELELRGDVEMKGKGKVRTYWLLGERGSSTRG
sPLA2-III inh – Inhibits HGIII-sPLA2 liposome hydrolysis, primary screen | Q9NZ20 | QFRET BODIPY PC-A2 liposome hydrolysis, fluorescence | inhibition, % at 12.2 µM | hit rate 0.56% among 370,000;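 active = inhibition above mean plus 3 SD of compounds lying within the high and low control bounds, cut at about 19% in these data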;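 note: 0% = median of test compound wells and 100% = no enzyme DMSO wells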
SMARCA2 act – SMARCA2 function activation, primary screen; MG213 cells, MMTV-luciferase reporter, dexamethasone, overnight; activation, % at 9.1 µM; hit rate 1% among 370,000; in the data active = activation above about 7.8%;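 note: 0% = vehicle wells and 100% = reference activator wells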
GC-B act – GC-B (human) receptor activation | P20594 | HEK293-GC-B cells, CNP EC30, cGMP TR-FRET; 0% at EC30 CNP, 100% saturating CNP | activation, % at 10 µM | hit rate 0.11% among 370,000 | AID 1920062;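 active = activation at 10 µM reaching about 35% in either raw or pattern-adjusted values, limit read from the data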
hcDAF-12 act – activators of H. contortus DAF-12 nuclear receptor; HEK293 hcDAF-12 lit1-tk-luc reporter, luminescence; 0% DMSO, 100% Δ7-dafachronic acid; activation, % at 6.8 µM; hit rate 1.4% among 370,000; AID 652067;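 active = activation above the mean of all tested compounds plus 3 SD, cut at about 5.5% in these data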;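 note: 100% = response to 3 µM Δ7-dafachronic acid high control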
DAX1 inh-2 – inhibitors of human orphan nuclear receptor DAX1 (NR0B1). inhibition, % at 6.75 µM. hit rate 0.99% among 340,000. AID 504766. HEK293 Gal4-DAX1 luciferase reporter, luminescence;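 active = inhibition above the mean over all tested compounds plus 3 SD, cut at about 4.2% in these data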;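 note: 0% = DAX1-transfected cells with DMSO and 100% = empty-vector control cells with DMSO; inhibition shows as a rise in luminescence from relieved DAX1 repression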
GAA850 FXN act – frataxin GAA850 promoter activation; HEK293 lucGAA850 FXN promoter luciferase reporter, 24 h; percent of 10 µM SAHA response; activation, % at 6 µM; hit rate 0.56% among 360,000; AID 540364;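 active = activation above the average of all compounds screened plus 3 SD, cutoff fixed separately per campaign, cut at about 7.5% in these data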;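 note: 0% = DMSO wells and 100% = 10 µM SAHA wells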
hgDAF-12 ag – hgDAF-12 agonism, primary luciferase screen; activation, % at 6.8 µM; HEK293 GAL4-hgDAF12 UAS-luciferase reporter, agonist luminescence; normalized to butyrate control; hit rate 1.8% among 370,000;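 active = activation above a cutoff set at the mean of all screened compounds plus 3 SD, cut at about 10% in these data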;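 note: 0% = DMSO wells and 100% = sodium butyrate wells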
The depositor's hits bear a star; nt = no result given.

SMILES	ssDAF12 agonist	ADAM10 inh	DAX1 inh-1	GC-A act	sPLA2-III inh	SMARCA2 act	GC-B act	hcDAF-12 act	DAX1 inh-2	GAA850 FXN act	hgDAF-12 ag
CCC(=O)N1CCc2cc(S(=O)(=O)NC(C(=O)NCc3ccccc3)C(C)C)ccc21 (configuration not stated)	-0.7	1	-0.2	-4	2	-2	-1	-0.4	1.8	1.5	-0.4
Cc1cccc(OCC(=O)NCC(=O)N/N=C/c2cccnc2)c1	-0.5	0	-0.3	2	2	1	-3	-1.6	-0.4	0.3	0.6
CN(C)c1ccc(/C(=N\O)C(F)(F)F)cc1	-1.1	-1	0.3	6	-7	-1	8	-0.3	-0.2	3.6	-1.6
CCC1(CC)C(=O)C2=C3C1[C@H](C(=O)OC)CC(C(=O)OC)C[C@H]3n1c(=O)n(-c3ccccc3)c(=O)n1[C@H]2C (some centres not stated)	-1.1	-9	-0.1	-2	-2	1	2	-1.5	nt	nt	0.4
COC(=O)[C@H](CCSC)NC(=O)Nc1cccc(C)c1C	-0.7	-3	-0.4	3	0	-2	2	-2.1	-0.4	-0.2	0.8
O=C(O)c1cnc(N2CCOCC2)nc1	-0.2	0	0.5	1	6	0	1	-0.6	-0.5	-1.3	-2.9
NCC(O)COCCC12CC3CC(CC(C3)C1)C2 (configuration not stated)	0.1	-4	0.4	-1	-3	-3	4	0.1	1.3	0.7	0.5
CC(C)CN(C(=O)CC1CCCC1)c1c(N)n(Cc2ccccc2)c(=O)[nH]c1=O	-0.5	0	0.9	0	-1	1	-1	0.4	2.1	2.5	2.5
CCCCNC(=O)[C@@H]1CC=C[C@@H]2CCN(C3CC3)C(=O)[C@@H]21	-0.9	-6	0.2	0	3	2	1	0.0	1.0	-1.6	-0.6
CCc1ccc(NC(=O)C(CC)c2ccccc2)cc1 (configuration not stated)	-1.6	6	-0.8	6	2	0	-2	-0.3	-0.4	2.6	-1.2
Cc1c(C(=O)N2CCOCC2)c(S(=O)(=O)Nc2cccc(C#N)c2)c(C)n1C	-0.8	-1	-0.7	0	0	7	1	-0.6	1.3	-0.3	0.2
C[C@H](CO)N1C[C@H](C)[C@@H](CN(C)C(=O)c2ccncc2)OCc2cnnn2CCCC1=O	-1.4	-5	0.8	6	-8	-1	6	-0.7	0.5	0.5	2.5
Cc1cc(C)c(S(=O)(=O)N2CCCC2CNC(=O)c2ccc3c(c2)OCO3)c(C)c1 (configuration not stated)	-1.7	-3	-2.4	-1	-1	-1	2	-1.2	-1.6	5.6	-1.8
CCN(CCO)C(=O)C12CCC(C)(C(=O)C1)C2(C)C (configuration not stated)	-0.8	-1	-0.2	3	9	-5	3	-0.6	0.0	0.4	-0.6
C[C@H](NC(=O)c1nc[nH]c1C(=O)NCc1ccc(CNC(=O)OC(C)(C)C)cc1)c1ccccc1	-1.7	54*	-1.6	1	17	-2	2	-4.0	-1.0	1.4	-6.7
Cc1noc(C)c1C(=O)Nc1cccc(S(=O)(=O)N2CCCCC2)c1	-1.4	-7	-1.4	2	-4	-4	2	-1.0	0.3	1.6	-2.0
COc1ccccc1NC(=O)CC1COc2ccccc2O1 (configuration not stated)	-1.6	-2	0.2	1	8	-2	2	-1.8	1.6	2.7	-0.8
C/C(=C/C(=O)NCc1ccccc1)C(=O)O	-1.3	5	0.2	2	2	-1	7	-0.7	1.2	-1.9	0.5
CCn1c2ccccc2c2cc(NC(=O)c3coc(=O)c(Br)c3)ccc21	-1.9	-104	1.1	1	9	-3	2	-1.0	nt	-0.4	2.0
COc1ccc(-c2csc(NC(=O)c3c(C)noc3C)n2)cc1OC	-2.0	-12	-2.8	3	-2	-1	6	-1.7	-1.8	-1.6	-5.2
Cc1cc(=O)oc2cc(OCC(=O)NCc3cccnc3)ccc12	-1.9	-87	-0.6	-14	5	-1	-4	-1.6	0.2	-0.5	1.2
CCOc1cc(/C=C\c2[nH]c(=O)[nH]c(=O)c2[N+](=O)[O-])ccc1OC(C)CC (configuration not stated)	-0.9	-11	-0.4	3	-4	-2	-4	0.2	nt	nt	-1.3
Cc1ccccc1NC(=O)NC1(C(=O)N2CCN(C)CC2)CCCCC1	-1.1	5	0.2	1	17	-4	2	-0.9	0.1	-0.2	-0.8
Cc1cc(N=CC2=C(O)CC(C)(C)CC2=O)no1	-0.6	3	-0.2	7	3	2	7	-1.0	0.5	-0.5	-1.9
C=CC[C@H]1c2ccccc2[C@H]2N3N=Cc4ccccc4[C@H]3[C@H](CCc3ccccc3)C(=O)N2N1C(=O)c1ccccc1	-1.3	15	-1.1	-4	10	-1	4	-3.6	nt	nt	-1.4
C[n+]1ccc(/C=N/Nc2nc(Cl)c(C#N)c(Cl)c2Cl)cc1	-1.2	-1	0.6	16	14	-1	-1	0.7	0.7	-0.6	-2.0
COc1ccccc1OCC(=O)NCc1n[nH]c(=O)c2ccccc12	-0.9	-7	1.7	1	13	0	-3	-0.8	0.9	0.4	0.6
O=[N+]([O-])c1cccc(/C=N/NC2=NCCCCC2)c1	-1.0	1	0.2	1	12	1	1	0.5	-0.1	2.7	3.8
O=C(COC(=O)Cc1ccsc1)Nc1ccc(Cl)cn1	-1.2	-9	-1.2	5	15	-2	0	-0.9	-0.3	0.2	-2.5
Cc1ccc(Nc2nc(N)c3ccccc3n2)cc1Cl	3.6*	-28	3.0	-15	-12	1	-18	12*	0.4	3.4	12*
COc1cccc(C(=O)NCC(=O)N/N=C/c2cccs2)c1	-1.7	9	0.4	0	5	0	14	-2.5	-1.1	-0.4	-1.7
Cc1nc2ccc(Cl)cc2[nH]1	-1.4	-5	0.1	-2	10	-2	-3	0.5	0.4	0.3	-0.2
CC12CCC(=O)N1C(C(=O)NCCc1ccc(F)cc1)CS2 (configuration not stated)	-0.1	-20	1.1	-1	5	-3	-5	0.0	0.5	1.6	-1.2
CC(=O)c1cccc(NC(=O)CSc2nc3ccccc3c(=O)n2CCCN2CCOCC2)c1	-1.1	-12	-1.7	2	-2	-2	-5	-1.9	0.3	1.3	-0.2
CC(=O)Nc1c(Cl)cnn(-c2ccccc2)c1=O	-0.7	1	-0.4	8	2	-4	-1	-1.5	nt	0.7	-4.4
O=C1OC(c2ccccc2)=C/C1=C/N1CCCCC1	-1.1	9	0.2	-2	-3	0	-2	-0.7	1.4	5.4	0.4
Nc1nonc1C(=O)N/N=C/c1cc2c(cc1Br)OCO2	-0.3	-9	0.7	-2	3	-1	-2	-0.4	-0.1	-0.1	0.0

One compound at a time (already shown). Order of values: ssDAF12 agonist	ADAM10 inh	DAX1 inh-1	GC-A act	sPLA2-III inh	SMARCA2 act	GC-B act	hcDAF-12 act	DAX1 inh-2	GAA850 FXN act	hgDAF-12 ag
COc1cccc(C(=O)NCC(=O)N/N=C/c2cccs2)c1 is listed as -1.7	9	0.4	0	5	0	14	-2.5	-1.1	-0.4	-1.7
CC12CCC(=O)N1C(C(=O)NCCc1ccc(F)cc1)CS2 (configuration not stated) is listed as -0.1	-20	1.1	-1	5	-3	-5	0.0	0.5	1.6	-1.2

An excerpt of these results, with values under each structure:
Order of values – ssDAF12 agonist | ADAM10 inh | DAX1 inh-1 | GC-A act | sPLA2-III inh | SMARCA2 act | GC-B act | hcDAF-12 act | DAX1 inh-2 | GAA850 FXN act | hgDAF-12 ag
> Cc1cc(=O)oc2cc(OCC(=O)NCc3cccnc3)ccc12
→ -1.9 | -87 | -0.6 | -14 | 5 | -1 | -4 | -1.6 | 0.2 | -0.5 | 1.2
> CCOc1cc(/C=C\c2[nH]c(=O)[nH]c(=O)c2[N+](=O)[O-])ccc1OC(C)CC (configuration not stated)
→ -0.9 | -11 | -0.4 | 3 | -4 | -2 | -4 | 0.2 | nt | nt | -1.3
> Cc1ccccc1NC(=O)NC1(C(=O)N2CCN(C)CC2)CCCCC1
→ -1.1 | 5 | 0.2 | 1 | 17 | -4 | 2 | -0.9 | 0.1 | -0.2 | -0.8
> Cc1cc(N=CC2=C(O)CC(C)(C)CC2=O)no1
→ -0.6 | 3 | -0.2 | 7 | 3 | 2 | 7 | -1.0 | 0.5 | -0.5 | -1.9
> C=CC[C@H]1c2ccccc2[C@H]2N3N=Cc4ccccc4[C@H]3[C@H](CCc3ccccc3)C(=O)N2N1C(=O)c1ccccc1
→ -1.3 | 15 | -1.1 | -4 | 10 | -1 | 4 | -3.6 | nt | nt | -1.4
> C[n+]1ccc(/C=N/Nc2nc(Cl)c(C#N)c(Cl)c2Cl)cc1
→ -1.2 | -1 | 0.6 | 16 | 14 | -1 | -1 | 0.7 | 0.7 | -0.6 | -2.0
> COc1ccccc1OCC(=O)NCc1n[nH]c(=O)c2ccccc12
→ -0.9 | -7 | 1.7 | 1 | 13 | 0 | -3 | -0.8 | 0.9 | 0.4 | 0.6
> O=[N+]([O-])c1cccc(/C=N/NC2=NCCCCC2)c1
→ -1.0 | 1 | 0.2 | 1 | 12 | 1 | 1 | 0.5 | -0.1 | 2.7 | 3.8
> O=C(COC(=O)Cc1ccsc1)Nc1ccc(Cl)cn1
→ -1.2 | -9 | -1.2 | 5 | 15 | -2 | 0 | -0.9 | -0.3 | 0.2 | -2.5
> Cc1ccc(Nc2nc(N)c3ccccc3n2)cc1Cl
→ 3.6* | -28 | 3.0 | -15 | -12 | 1 | -18 | 12* | 0.4 | 3.4 | 12*
> COc1cccc(C(=O)NCC(=O)N/N=C/c2cccs2)c1
→ -1.7 | 9 | 0.4 | 0 | 5 | 0 | 14 | -2.5 | -1.1 | -0.4 | -1.7
> Cc1nc2ccc(Cl)cc2[nH]1
→ -1.4 | -5 | 0.1 | -2 | 10 | -2 | -3 | 0.5 | 0.4 | 0.3 | -0.2
> CC12CCC(=O)N1C(C(=O)NCCc1ccc(F)cc1)CS2 (configuration not stated)
→ -0.1 | -20 | 1.1 | -1 | 5 | -3 | -5 | 0.0 | 0.5 | 1.6 | -1.2
> CC(=O)c1cccc(NC(=O)CSc2nc3ccccc3c(=O)n2CCCN2CCOCC2)c1
→ -1.1 | -12 | -1.7 | 2 | -2 | -2 | -5 | -1.9 | 0.3 | 1.3 | -0.2
> CC(=O)Nc1c(Cl)cnn(-c2ccccc2)c1=O
→ -0.7 | 1 | -0.4 | 8 | 2 | -4 | -1 | -1.5 | nt | 0.7 | -4.4
